HER2 expr 66K – lowers expression of human Her2 kinase | SKBR-3 HER2 protein level, AlphaScreen, 18-24 h; hits give low values | AID 645 | 65,000 tested, 0.69% active | HER2 level % of control, % at 10 µM | P04626;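 active = HER2 level under 5% of the carrier-only control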;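 also: 100% = DMSO carrier and 0% = 500 nM PU-H71 HSP90 inhibitor; lower value means stronger loss of Her2 protein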
D1 allo mod – allosterically modulates the human D1 dopamine receptor; P21728; HEK293 D1, CRE-luciferase, dopamine EC30 potentiation; actives deviate in either direction; B-score at 10 µM; 58,000 tested, 5.9% active; AID 641;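 active = luminescence count or its row- and column-corrected plate score outside the 99.7% band of the plate's sample wells, on either side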
Hsp90 block – displaces geldanamycin probe from tumor Hsp90; AID 429; inhibition, % at 30 µM; P07900; 64,000 tested, 0.35% active; NCI-N417 lysate Hsp90, Cy3B-geldanamycin FP displacement;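 active = inhibition above 50%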;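 also: 0% = tracer plus lysate wells and 100% = tracer alone without lysate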
FXIIa mix inh – factor XIIa (human) inhibition, mixture screen | purified FXIIa, fluorogenic substrate, pooled mixtures | inhibition, % at 5 µM | 62,000 tested, 0.2% active | AID 684; in the data active = inhibition above about 20%, passing the limit was not always enough;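 also: 0% = enzyme without compound and 100% = no enzyme blank; some results filed as inactive read as strong as hits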
DUSP1 inh – inhibitors of human MKP-1 phosphatase. 65,000 tested, 0.15% active. inhibition, %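 (compounds tested at a single concentration somewhere between 10 and 100 µM)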. P28562. recombinant MKP-1, OMFP hydrolysis fluorescence;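 active = inhibition above about 50%, limit read from the data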;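 also: 0% = DMSO max control wells and 100% = wells with enzyme stopped by NaOH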
Target sequence (P28562 whole entry, looked up): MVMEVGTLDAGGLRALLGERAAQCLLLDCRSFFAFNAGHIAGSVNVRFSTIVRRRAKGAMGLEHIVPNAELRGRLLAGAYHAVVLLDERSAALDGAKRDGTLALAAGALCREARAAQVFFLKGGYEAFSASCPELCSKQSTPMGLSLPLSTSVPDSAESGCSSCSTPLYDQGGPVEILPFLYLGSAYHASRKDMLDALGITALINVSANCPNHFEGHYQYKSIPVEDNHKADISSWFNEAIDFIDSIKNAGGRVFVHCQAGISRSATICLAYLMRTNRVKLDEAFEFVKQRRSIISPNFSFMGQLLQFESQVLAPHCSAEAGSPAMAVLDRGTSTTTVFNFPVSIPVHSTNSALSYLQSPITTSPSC
SF1 activator – activators of human nuclear receptor SF-1; CHO-K1 Gal4-SF-1 LBD luciferase reporter; % increase over DMSO SF-1-specific signal; 65,000 tested, 1.9% active; activation, % at 10 µM; Q13285;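 active = activation above the mean activation of all tested compounds plus 3 SD, cut at about 50% in these data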
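Material: Gal4–SF-1 LBD one-hybrid luciferase reporter in CHO-K1 cells | Amount: 4,000 cells per well | Compound dosing: 10 µM single point, 1% DMSO | Schedule: 20 h compound treatment, 37 °C | Measured by: SteadyLite luciferase luminescence | Evaluation: Percent activation versus DMSO | Control set: DMSO-treated SF-1-transfected cells as negative, DMSO-treated mock-transfected cells lacking SF-1 as background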
RORA act – RORA (human) activation; P35398; CHO-K1 Gal4-RORA LBD luciferase reporter, luminescence; percent increase over mock-subtracted basal signal; activation, % at 10 µM; 65,000 tested, 1.5% active; AID 560;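 active = activation above the mean of all tested compounds plus 3 SD, cut at about 49% in these data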;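 also: 0% = DMSO-treated RORA cells and 100% = added signal equal to DMSO minus mock-transfected cells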
Cdc25B block – inhibitors of human Cdc25B phosphatase; P30305; recombinant Cdc25B, OMFP fluorescence Ex485/Em525; inhibition, %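 (compounds tested at 10 µM final in the well)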; 65,000 tested, 0.1% active; AID 368; in the data active = inhibition above about 50%
Target sequence (P30305 whole entry, looked up): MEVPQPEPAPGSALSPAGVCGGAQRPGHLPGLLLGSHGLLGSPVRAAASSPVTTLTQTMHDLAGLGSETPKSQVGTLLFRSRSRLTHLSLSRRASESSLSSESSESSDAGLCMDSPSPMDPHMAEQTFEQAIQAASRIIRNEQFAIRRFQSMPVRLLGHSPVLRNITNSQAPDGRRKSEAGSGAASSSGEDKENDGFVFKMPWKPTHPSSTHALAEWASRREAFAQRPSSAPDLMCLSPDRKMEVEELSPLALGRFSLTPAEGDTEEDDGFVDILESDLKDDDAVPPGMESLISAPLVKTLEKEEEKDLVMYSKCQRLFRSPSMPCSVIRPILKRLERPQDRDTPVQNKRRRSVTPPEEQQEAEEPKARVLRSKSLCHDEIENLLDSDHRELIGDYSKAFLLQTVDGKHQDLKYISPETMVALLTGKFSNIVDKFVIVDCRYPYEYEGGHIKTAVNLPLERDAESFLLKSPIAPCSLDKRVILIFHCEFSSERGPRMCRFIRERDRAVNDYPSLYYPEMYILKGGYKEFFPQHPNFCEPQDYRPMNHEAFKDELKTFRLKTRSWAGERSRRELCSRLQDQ
TNAP act mid DEA – activators of human TNAP at intermediate phosphate acceptor; purified TNAP, CDP-star luminescence, 100 mM DEA, 30 min; hits give high values; scale: 0 levamisole-inhibited, 1 vehicle-only enzyme; activation factor at 20 µM; 64,000 tested, under 10 active;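 active = activation factor of at least 2 at 20 µM, relative to controls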
* = called active by the depositor; x = not tested or not shown; & = joins results of further samples.

1	O=S(=O)(c1ccc2c(c1)OCO2)N1CCN(c2nnnn2-c2ccccc2)CC1
2	O=C(c1ccco1)c1n[nH]nc1-c1ccccc1
3	C=CCNS(=O)(=O)c1cccc2cc(C(=O)O)c(O)cc12
4	CC(C)=CCSc1nnc([C@@H](NC(=O)OC(C)(C)C)C(C)C)o1
5	C=CCN(C1CCCCC1)S(=O)(=O)c1ccc2c(c1)oc(=O)n2C
6	Cc1ccc(C)c(NC(=O)C2CC=CCC2C(=O)O)c1 (configuration not stated)

Compound	1	2	3	4	5	6
Cdc25B block	-11	-2	2	5	-7	-5
RORA act	-13	-16	-10	20	11	-7
Hsp90 block	-6	x	0	-3	1	1
SF1 activator	-4	3	-6	-9	5	-22
DUSP1 inh	-19	11	-16	-2	5	3
D1 allo mod	-0.13	-0.099	-0.59	1.9	0.75	-0.12
HER2 expr 66K	78	57	85	94	90	89
FXIIa mix inh	3	4	1	2	9	14
TNAP act mid DEA	1	1	0.9	0.9	0.9	1

7	COc1cccc(CNC(=O)C2CCN(S(=O)(=O)N3CC(C)CC(C)C3)CC2)c1 (configuration not stated)
8	CCN(CC)c1c(-c2ccccc2)c2cc(C)ccc2[nH]c1=O
9	O=C(Nc1ccccc1)c1ccc(S(=O)(=O)N2CCCC2)cc1
10	O=C(c1ccccc1-c1nc(-c2ccccc2)no1)N1CCCC1
11	O=C(COc1ccc(Cl)cc1Br)N1CCN(c2ccccc2)CC1
12	Cc1cccc(N(C)c2cc(C)nc3ncnn23)c1

Compound	7	8	9	10	11	12
Cdc25B block	-16	-5	-2	1	-4	5
RORA act	0	2	10	39	23	-5
Hsp90 block	2	-1	0	-4	-1	-2
SF1 activator	5	-7	14	-1	-4	-10
DUSP1 inh	4	8	1	1	-1	-5
D1 allo mod	0.011	0.54	-0.57	0.093	0.028	0.29
HER2 expr 66K	98	99	120	92	100	78
FXIIa mix inh	1	-1	13	2	3	0
TNAP act mid DEA	0.9	0.8	0.9	1	1	0.9

13	C=CCSc1nc(O)c(CC)c(=O)n1C(C)CC (configuration not stated)
14	O=C(CS(=O)(=O)Cc1ccccc1)N1CCN(Cc2ccc3c(c2)OCO3)CC1
15	CSc1oc(-c2ccccc2)nc1S(=O)(=O)c1ccc(F)cc1
16	O=c1[nH]c(SCc2ccccc2Cl)nc2c1CCC2
17	Cc1cc(C)n(-c2nc(NCCCO)c3c4c(sc3n2)CCCC4)n1
18	Cc1cc(Nc2ccc(F)cc2F)n2ncnc2n1

Compound	13	14	15	16	17	18
Cdc25B block	-8	-4	-5	-6	5	2
RORA act	-23	7	-24	4	2	-13
Hsp90 block	-3	-3	-3	x	11	2
SF1 activator	8	-8	-10	4	-11	9
DUSP1 inh	6	4	-5	10	33	0
D1 allo mod	1.2	-0.97	0.77	0.76	0.54	0.06
HER2 expr 66K	106	109	71	68	32	110
FXIIa mix inh	-17	2	4	-14	1	5
TNAP act mid DEA	0.9	1	0.9	0.9	1.1	0.9

19	Cc1oc(-c2ccccc2Cl)nc1CSCC(=O)NC1CC1
20	CCCn1c(NC(=O)C2COc3ccccc3O2)nc2ccccc21 (configuration not stated)
21	O=C(CSc1nc2scc(-c3ccco3)c2c(=O)n1-c1ccccc1)NCC1CCCO1 (configuration not stated)
22	CC1(C)Cc2c(C#N)c(SCCC#N)nc(N3CCOCC3)c2CS1
23	O=C(NCc1ccc2c(c1)OCO2)C1CCN(S(=O)(=O)c2cccs2)CC1
24	CCn1c(=O)n(CC(=O)N(C)Cc2ccccc2)c(=O)c2ccccc21

Compound	19	20	21	22	23	24
Cdc25B block	-13	-4	-4	-30	5	-17
RORA act	-6	-1	-4	0	-28	-7
Hsp90 block	0	-1	-22	-5	-3	-1
SF1 activator	8	-6	-10	-5	-3	-17
DUSP1 inh	19	0	16	0	-9	-5
D1 allo mod	0.69	0.29	1.1	5.5*	0.94	-0.84
HER2 expr 66K	112	100	118	108	119	84
FXIIa mix inh	x	2	-5	4	12	-2
TNAP act mid DEA	x	0.9	0.9	0.9	0.9	0.8

4 entries from above in another layout:
Below each compound – Cdc25B block | RORA act | Hsp90 block | SF1 activator | DUSP1 inh | D1 allo mod | HER2 expr 66K | FXIIa mix inh | TNAP act mid DEA
20. CCCn1c(NC(=O)C2COc3ccccc3O2)nc2ccccc21 (configuration not stated)
 : -4 | -1 | -1 | -6 | 0 | 0.29 | 100 | 2 | 0.9
21. O=C(CSc1nc2scc(-c3ccco3)c2c(=O)n1-c1ccccc1)NCC1CCCO1 (configuration not stated)
 : -4 | -4 | -22 | -10 | 16 | 1.1 | 118 | -5 | 0.9
22. CC1(C)Cc2c(C#N)c(SCCC#N)nc(N3CCOCC3)c2CS1
 : -30 | 0 | -5 | -5 | 0 | 5.5* | 108 | 4 | 0.9
23. O=C(NCc1ccc2c(c1)OCO2)C1CCN(S(=O)(=O)c2cccs2)CC1
 : 5 | -28 | -3 | -3 | -9 | 0.94 | 119 | 12 | 0.9

Further compounds:
25	CN(C)C(=O)Oc1ccc[n+](C)c1
26	Cc1oc(-c2ccccc2)nc1C(=O)Nc1nccs1
27	N#CC1=C(N)OC2=C(C(=O)CCC2)C1Cc1ccccc1 (configuration not stated)
28	COC(=O)CN(c1ccc(OC)cc1)S(=O)(=O)c1ccc(OC)c(OC)c1
29	COc1cc(OC)c(NC(=O)CCc2nc(-c3ccc(C)cc3)no2)cc1Cl
30	CN(c1ccc(C(=O)N2CCN(c3ccc(F)cc3)CC2)cc1)S(C)(=O)=O

Compound	25	26	27	28	29	30
Cdc25B block	-16	-5	-11	-6	4	3
RORA act	-4	17	3	3	-33	-2
Hsp90 block	-3&-3	-6	-11	-1	-4	1
SF1 activator	-5	21	-22	6	-17	8
DUSP1 inh	-13	28	2	4	1	11
D1 allo mod	0.85	-0.15	0.082	3*	-0.054	-0.013
HER2 expr 66K	109	150	145	107	86	101
FXIIa mix inh	8	4	x	-12	5	5
TNAP act mid DEA	0.8	0.9	x	1	0.9	0.9

31	COc1cccc(-c2csc3nc[nH]c(=O)c23)c1
32	C=C(Br)Cn1c(CCC)nc2ccccc21
33	Cc1ccc(S(=O)(=O)c2nc(NCCCn3ccnc3)sc2Cl)cc1
34	CS(=O)(=O)N(Cc1ccc(C(=O)NCc2ccco2)cc1)c1ccccc1
35	CC(C)COCC1CC2(CC(C)(c3csc(N)n3)OC2=O)C(=O)O1 (configuration not stated)
36	CCOC(=O)C1CCN(S(=O)(=O)c2cccc(-c3cn4cccnc4n3)c2)CC1

Compound	31	32	33	34	35	36
Cdc25B block	-1	-10	-9	-4	-2	9
RORA act	-5	-13	9	0	-2	-2
Hsp90 block	2	-3	3	-4	2	-3
SF1 activator	31	-21	-10	-10	-13	8
DUSP1 inh	3	-4	4	9	0	11
D1 allo mod	0.044	0.39	-0.63	0.31	-0.51	-0.69
HER2 expr 66K	79	89	84	99	93	78
FXIIa mix inh	-18	-20	13	5	2	-16
TNAP act mid DEA	0.9	0.9	0.9	0.9	1	0.9

37	COC(=O)Cc1cc(=O)n2[nH]c(C)nc2n1
38	CCCc1nnc(NC(=O)CCC(=O)O)s1
39	COc1ccccc1-c1cc(C(=O)NCc2ccco2)no1
40	CCOC(=O)C(Sc1nnc2c3ccccc3n(CC)c2n1)C(=O)OCC
41	COc1ccc(NC(=O)CCC2COc3ccccc3O2)c(OC)c1 (configuration not stated)
42	CC1(C)CC(=O)C(C=NCCCN2CCCC2=O)=C(O)C1

Compound	37	38	39	40	41	42
Cdc25B block	3	-4	-9	-9	-16	-5
RORA act	-12	-5	-4	-6	6	9
Hsp90 block	-3	-2	-3	-3	-5	-3
SF1 activator	4	-11	1	6	-1	-16
DUSP1 inh	-12	0	8	6	13	8
D1 allo mod	0.51	x	-0.94	5.2*	-0.52	0.018
HER2 expr 66K	120	97	82	90	86	114
FXIIa mix inh	7	-3	1	4	10	2
TNAP act mid DEA	1	0.9	1	0.8	0.9	0.9

43	Cc1cccc(NC(=O)C2CCN(S(=O)(=O)c3cccc4nsnc34)CC2)n1
44	O=C(CN1CCN(CC(=O)Nc2ccccc2Cl)CC1)Nc1ccc2c(c1)OCCO2
45	Cc1cc(C)c(NC(=O)CN2C(=O)NC3(CCCCC3)C2=O)c(C)c1
46	O=C(COc1ccc(Cl)cc1Cl)Nc1nc2n(n1)C(c1ccccc1)CC(=O)N2 (configuration not stated)
47	COc1ccc(-n2c(=O)c3c4c(sc3n3c(C)nnc23)CCCC4)cc1
48	COc1ccc(C2N3CC4(C)CN2CC(C)(C3)C4O)cc1OC (configuration not stated)

Compound	43	44	45	46	47	48
Cdc25B block	-7	1	0	-3	-11	2
RORA act	-4	-8	-1	-3	-5	-12
Hsp90 block	-5	-3	0	-5	-2	-4
SF1 activator	19	-3	-3	0	-22	-8
DUSP1 inh	-5	-6	12	-1	-2	-14
D1 allo mod	1.1	-1.8	1.5	1.3	-0.72	x
HER2 expr 66K	85	119	123	81	106	104
FXIIa mix inh	4	-17	4	3	10	5
TNAP act mid DEA	0.9	1	0.9	1	0.9	1

Some entries already given, reduced to TNAP act mid DEA and Cdc25B block.
No. | SMILES | TNAP act mid DEA | Cdc25B block
40 | CCOC(=O)C(Sc1nnc2c3ccccc3n(CC)c2n1)C(=O)OCC | 0.8 | -9
41 | COc1ccc(NC(=O)CCC2COc3ccccc3O2)c(OC)c1 (configuration not stated) | 0.9 | -16
42 | CC1(C)CC(=O)C(C=NCCCN2CCCC2=O)=C(O)C1 | 0.9 | -5
43 | Cc1cccc(NC(=O)C2CCN(S(=O)(=O)c3cccc4nsnc34)CC2)n1 | 0.9 | -7
